FXIIa single – human FXIIa protease inhibitors, primary screen, biochemical, single well; Coagulation factor XII (Homo sapiens), P00748; purified human FXIIa, AMC substrate fluorescence, 2 h; inhibition, % at 10 µM; 33,000 compounds, 0.2% hits; AID 701, 2007; in the data active = inhibition above about 30%;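 also: 0% = enzyme with vehicle only and 100% = no enzyme blank; many of its hits are not listed in these tables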
Target sequence (P00748 20-372 limits assumed): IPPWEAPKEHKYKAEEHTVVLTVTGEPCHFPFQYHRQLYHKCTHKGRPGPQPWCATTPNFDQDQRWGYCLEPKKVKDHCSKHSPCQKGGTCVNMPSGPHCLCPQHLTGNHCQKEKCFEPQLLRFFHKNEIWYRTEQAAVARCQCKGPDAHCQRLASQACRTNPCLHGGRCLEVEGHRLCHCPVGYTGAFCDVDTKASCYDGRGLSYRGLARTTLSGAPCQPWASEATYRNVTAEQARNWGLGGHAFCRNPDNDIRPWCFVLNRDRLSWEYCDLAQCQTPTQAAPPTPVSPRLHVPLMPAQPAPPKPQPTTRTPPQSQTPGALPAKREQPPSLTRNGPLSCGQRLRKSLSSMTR
Target sequence (P00748 373-615 limits assumed): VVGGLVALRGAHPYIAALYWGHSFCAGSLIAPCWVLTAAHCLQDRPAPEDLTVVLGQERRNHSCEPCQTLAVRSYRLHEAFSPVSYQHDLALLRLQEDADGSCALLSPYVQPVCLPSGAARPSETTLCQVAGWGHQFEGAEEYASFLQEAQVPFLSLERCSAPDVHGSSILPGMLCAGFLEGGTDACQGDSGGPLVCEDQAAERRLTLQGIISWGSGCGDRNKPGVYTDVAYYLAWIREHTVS
FXIa single inh – human FXIa protease inhibitors, primary screen, biochemical, single compound per well. purified human FXIa, fluorogenic AMC substrate cleavage. inhibition, % at 10 µM. Coagulation factor XI (Homo sapiens), P03951. 33,000 compounds, 0.3% hits;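 active = inhibition above 40% in the primary screen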;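 also: 0% = enzyme without compound and 100% = blank wells lacking enzyme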
The depositor's hits bear a star. An excerpt; the hit share may differ from the screen's.

SMILES	FXIIa single	FXIa single inh
COc1ccc(CNC(=O)c2cc3c(s2)CS(=O)C3)cc1 (configuration not stated)	5	9
COc1cc2c(cc1OC)C(c1ccc(-c3ccccc3Cl)o1)=NCC2	-10	26
CCOC(=O)c1ccc(Nc2cc(C)nc3ncnn23)cc1	5	-5
CCOc1cc(N2CCOCC2)c(OCC)cc1NC(=O)COc1ncnc2ccc(Br)cc12	-16	-11
COCc1cc(C)nc(NCCO)c1C#N	6	-6
c1csc(-c2nc3ccccc3[nH]2)c1	-1	-7
CCNc1nc(NC(C)C)nc(Oc2ccc(OCCOc3ccccc3)nn2)n1	-21	5
CCOc1ccc(NC(=O)c2ccc3nccnc3c2)cc1	4	1
O=c1oc2ccccc2c(Nc2ccc(O)cc2)c1[N+](=O)[O-]	4	-8
COc1ccc(OC)c(NS(=O)(=O)c2ccc(SC)cc2)c1	1	-2
Cc1ccc(C(=O)Nc2ncnc3sc4c(c23)CCCCC4)cc1	-9	31
COCCCNC(=O)c1oc2ccc(S(=O)(=O)N(C)C3CCCCC3)cc2c1C	3	-5
O=C(NC(C(=O)N/N=C/c1c2ccccc2cc2ccccc12)c1n[nH]c(=O)c2ccccc12)c1ccccc1 (configuration not stated)	8	-6
CCOC(=O)Cc1csc(NS(C)(=O)=O)n1	-1	-5
Clc1ccc(OCCSc2nnnn2C2CCCCC2)cc1	9	-3
CC(=O)C1=C(O)C(=O)N(CC#N)C1c1cccs1 (configuration not stated)	6	-1
CCN(CC)S(=O)(=O)c1cc(NC(=O)COC(=O)CCc2nc3ccccc3s2)ccc1C	3	0
CC1(C)NC(=O)N(CCOCCOc2cccc(Oc3ccccc3)c2)C1=O	-10	0
COc1ccc(NC(=O)C2CCCN(S(=O)(=O)c3ccc4c(c3)oc(=O)n4C)C2)cc1OC (configuration not stated)	10	4
CCN1CCN(c2nc(-c3ccncc3)nc3ccccc23)CC1	3	1
CCCc1cc(=O)[nH]c(SCC(=O)NCCCC(=O)OCC)n1	2	-9
CCOC(=O)c1[nH]c2ccc(OC)cc2c1NC(=O)c1cccc(OC)c1	2	5
O=C(CCCn1c(=S)[nH]c2ccccc2c1=O)N1CCN(c2cccc(Cl)c2)CC1	6	6
Nc1nonc1C(=O)NCCN=Cc1ccccc1O	5	-9
COc1ccc(OCCOCCN2CCOCC2)cc1	-10	19

Other compounds
SMILES	FXIIa single	FXIa single inh
CCCc1nc2ccccc2c(C(=O)O)c1CC	-1	-4
COc1ccc(Nc2ncc(C(=O)N3CCC(C(N)=O)CC3)c3ccccc23)cc1	6	7
CC1CCN(S(=O)(=O)c2ccc(S(=O)(=O)N3CCCN(Cc4ccccc4)C3)cc2)CC1	4	-4
COC(=O)C(NC(=O)c1ccco1)(Nc1cc(C)ccn1)C(F)(F)F (configuration not stated)	2	-1
O=C(NCc1ccco1)c1ccccc1NS(=O)(=O)c1ccc(Br)s1	4	-1
COC(=O)C1=C(C(=O)OC)C2(OC1c1ccccc1C)C(=O)c1ccccc1C2=O (configuration not stated)	-17	33
O=C(CSc1ncccc1-c1nc2ccccc2[nH]1)NC1CC1	5	1
O=c1c2ccccc2nnn1CSc1nnc(-c2cccc(S(=O)(=O)N3CCCCC3)c2)o1	-2	1
COc1ccc(CNC(=O)C2CCCN(c3nccc(C)n3)C2)cc1 (configuration not stated)	4	-2
CC(C)Oc1ccc(Cn2c(-c3ccco3)n[nH]c2=S)cc1	9	-3
CC(=O)OC(C(=O)N1CCN(c2ccc(F)cc2)CC1)c1ccccc1 (configuration not stated)	-15	5
C=CC[n+]1c(-c2ccc(OC)cc2)csc1NNC(=O)Nc1ccccc1	6	-1
CCc1[nH]c(=O)c(C#N)c2c1CCCC2	8	-7
O=C(Nc1ccc2c(c1)CCC2)c1cnn2c1NC(c1ccco1)CC2C(F)(F)F (configuration not stated)	-13	3
Cc1cc(C)nc(Sc2ccc3nnc(C(F)(F)C(F)(F)C(F)(F)F)n3n2)n1	1	5
CCN(CC)c1nc(N)nc(N(c2ccccc2)c2ccccc2)n1	2	5
Cc1ccc(C)c(C(=O)O/N=C(\N)c2ccc(Br)cc2)c1	-2	1
CS(=O)(=O)N(CC(=O)N1CCN(c2ccccc2)CC1)c1ccc(Cl)c(C(F)(F)F)c1	-7	18
Cn1c(=O)c2c(nc(SCC(=O)NCc3ccc4c(c3)OCO4)n2Cc2ccc(F)cc2)n(C)c1=O	4	-2
O=C(Nc1cccnc1)c1cc(-c2ccccc2)on1	5	0
COc1ccc(-c2cc(N)n(S(=O)(=O)c3ccc(F)cc3)n2)cc1OC	0	2
COc1ccc(Cn2c(=O)[nH]c3cc(C(=O)NCCCN4CCCC4)ccc3c2=O)cc1	12	6
Cc1cc2nc3c(c(=O)n2[nH]1)CCCC3	2	-5
CCn1c(=N)n(CC(O)COc2cccc(C)c2)c2ccccc21 (configuration not stated)	6	-2
O=C(Oc1ccc2c3c(c(=O)oc2c1)CCC3)c1ccco1	54*	14

The results go on.
SMILES	FXIIa single	FXIa single inh
Cc1ccc(/C(N)=N/OC(=O)c2ccco2)cc1	4	3
Cc1cc(C(F)F)n2ncc(C(=O)O)c2n1	6	-21
Cc1snc(S(=O)(=O)/C(C#N)=N/Nc2cccc(C(F)(F)F)c2)c1C#N	9	9
COc1cc(NC(=O)Cc2ccccc2)ccc1NC(=O)c1ccco1	10	2
O=C(c1cc(-c2ccccn2)nc2c(Cl)cccc12)N1CCN(C(=O)C2CCCO2)CC1 (configuration not stated)	7	2
O=C(CCNc1ccc(F)cc1)c1ccco1	-14	2
Cc1nc(SCC(N)=O)[nH]c(=O)c1CCC(C)C	-17	32
O=C(COc1ccc(S(=O)(=O)N2CCOCC2)cc1)Nc1ccccc1C(F)(F)F	3	-4
Cc1cc(=O)n2[nH]c(-c3cccnc3)nc2n1	5	11
Cc1ccc(C(c2sc3nc(C)nn3c2O)N2CC(C)OC(C)C2)cc1 (configuration not stated)	3	1
CCOC(=O)c1ccc(CC(=O)c2ccc(O)cc2O)o1	3	-1
Cc1cccc(-c2noc(CCCC(=O)Nc3ccc(C(N)=O)cc3)n2)c1	7	-2
O=C(COC(=O)c1cccnc1SCC(=O)NCc1ccccc1)NCc1ccccc1	-2	-11
Cc1ccc(OCCn2c(=O)sc3ccccc32)cc1	6	3
CC(=O)c1cccc(OCCN2C(=O)NC(C)(C)C2=O)c1	-13	2
COc1ccc(N2CCN(S(C)(=O)=O)CC2)cc1	-7	14
CCn1c(CCn2ccnc2C)n[nH]c1=S	6	-3
Cc1nn(CC(=O)Nc2ccc3c(c2)nc(CN2CCCCC2)n3C)c(=O)c2ccccc12	1	-2
Cc1cc(C)n(CCc2nc(-c3ccc(C)o3)cs2)n1	-2	-11
CCC1=NNc2cccc3c(OC)ccc1c23	10	7
CCOc1cc(S(=O)(=O)n2cc(-c3ccc(F)cc3)c(N)n2)cc(OCC)c1OCC	4	-3
O=C1[C@@H]2[C@H](C(=O)N1Cc1ccco1)[C@H]1C=C[C@@H]2C1	-13	18
CCOc1ccc(Nc2nc(Cc3nnc(SCC(=O)c4ccc(C)c(C)c4)o3)cs2)cc1	1	-3
CCOC(=O)c1c(CC(C)C)csc1NC(=O)C(C)C	9	0
Cn1c2c(c3ccccc31)CCSC2=O	8	2

(list continues)
SMILES	FXIIa single	FXIa single inh
CCOc1ccc(CCNC(=O)Cc2nn[nH]n2)cc1OCC	6	-2
O=C1/C(=N\O)Cc2ccccc21	3	14
COC(=O)COc1ccc(S(=O)(=O)Nc2cc(OC)ccc2OC)cc1	4	2
O=C(O)Cn1ccnc1	1	3
CCC(CC)C(=O)Nc1cccc(C(=O)NCCc2ccc(S(N)(=O)=O)cc2)c1	-16	26
Cc1ccc(S(=O)(=O)NCCOc2nc(N3CCOCC3)nc(N3CCOCC3)n2)cc1	13	11
CSc1nc(-c2ccc(C)cc2)[nH]c1S(=O)(=O)c1ccccc1	5	-18
CCCC(C(=O)NC1CCCC1)N(Cc1ccc2c(c1)OCO2)C(=O)c1snc(C(N)=O)c1N (configuration not stated)	5	13
COC(=O)CNC(=O)c1ccc(=O)oc1	6	4
CCCC(=O)Nc1ccc(OCC(O)CNC(C)C)c(C(C)=O)c1 (configuration not stated)	4	10
COc1ccc(NC(=O)CSc2nnc(-c3ccccn3)n2N)c(OC)c1	7	0
O=C(CN1C(=O)c2ccccc2S1(=O)=O)N1CCN(c2ccccc2)CC1	4	1
CCOc1cccc(NCc2cc3c(C(C)(C)C)nn(-c4ccccc4)c3[nH]c2=O)c1	8	12
COc1ccc(NC(=O)CC2C(=O)N(c3cccc(OC)c3)C(=O)N2CCC(C)C)cc1 (configuration not stated)	3	-9
Cc1cc(C(=O)Cn2nnc3ccccc3c2=O)c(C)n1-c1c(C)n(C)n(-c2ccccc2)c1=O	0	2
CC1CCN(S(=O)(=O)c2cccc(-c3csc(-c4cccnc4)n3)c2)CC1	4	-11
COc1ccc(Cl)cc1NC(=O)NC1CCCCC1	0	-3
Cc1cc(Cl)ccc1OCc1n[nH]c(=S)n1C1CCCCC1	4	-18
N#Cc1cn(CC(=O)NCc2cccnc2)c2ccccc12	7	-1
COc1ccccc1OCCSc1nnnn1C1CCCCC1	-12	1
CC(C)(C)NC(=O)CSC(=Nc1cccc(F)c1)NC#N	2	-1
Cc1cc(C(=O)OCC(=O)Nc2ccccc2F)c(C)o1	13	5
CCOc1ccc2nc(SCC(=O)NCc3ccco3)sc2c1	4	-1
C[C@](N)(Cc1ccc(O)c(O)c1)C(=O)O	4	-6
CCN1CCN(c2nc3sc4c(c3c3ncnn23)CC(C)CC4)CC1 (configuration not stated)	2	6

Exported as labelled records: part of the list above
CC(C)(C)NC(=O)CSC(=Nc1cccc(F)c1)NC#N
- FXIIa single = 2
- FXIa single inh = -1
Cc1cc(C(=O)OCC(=O)Nc2ccccc2F)c(C)o1
- FXIIa single = 13
- FXIa single inh = 5
CCOc1ccc2nc(SCC(=O)NCc3ccco3)sc2c1
- FXIIa single = 4
- FXIa single inh = -1
C[C@](N)(Cc1ccc(O)c(O)c1)C(=O)O
- FXIIa single = 4
- FXIa single inh = -6

3 structures already listed, arranged by count of non-hydrogen atoms, largest number first.
SMILES	FXIIa single	FXIa single inh
Cc1cc(C(=O)Cn2nnc3ccccc3c2=O)c(C)n1-c1c(C)n(C)n(-c2ccccc2)c1=O	0	2
O=C(CN1C(=O)c2ccccc2S1(=O)=O)N1CCN(c2ccccc2)CC1	4	1
N#Cc1cn(CC(=O)NCc2cccnc2)c2ccccc12	7	-1

The list goes on.
SMILES	FXIIa single	FXIa single inh
O=C1/C(=C/c2cccnc2)Oc2cc(OS(=O)(=O)c3ccc(Cl)cc3)ccc21	0	-5
O=C(NCC1CCCO1)C1CCN(S(=O)(=O)c2cccnc2)CC1 (configuration not stated)	-12	-12
O=C1c2ccccc2C(=O)c2c1ccc(C(=O)N1CCCCC1)c2NCCO	6	-3
CCOC(=O)c1cnc(SCc2cccc(C)c2)nc1N	7	5
COc1ccc(-c2cc(C(F)(F)F)nc(N3CCN(C)CC3)n2)cc1OC	-3	-6
COc1cc(-n2c3nc4ccccc4nc3c3c(=O)n(Cc4ccco4)cnc32)cc(OC)c1OC	9	-4
CCc1nc(N2CCOCC2)c(C#N)c2c1CCCC2	5	-2
O=C(CCc1nc2cccnc2n1Cc1ccccc1)NCCc1ccc(Cl)cc1	-11	-11
CCc1c(C)nc(SCC(=O)c2cccs2)c(C#N)c1C	8	-6
O=c1cc2c(nn1Cc1cccc(Cl)c1)-c1ccccc1CC2	-2	5
O=C(CSc1nc2ccccc2n1CCc1ccccc1)NC1CCS(=O)(=O)C1 (configuration not stated)	-4	-1
O=C(Nc1ccc(N2CCN(C(=O)c3ccc(Cl)cc3)CC2)cc1)c1cc2ccccc2o1	4	3
CCOC(=O)C1CCCCN1Cc1ccc(C(F)(F)F)cc1 (configuration not stated)	5	11
CCc1ccccc1NC(=O)c1cnccn1	5	10
CCCn1c(SCC(=O)Nc2nnc(-c3ccccc3)s2)nnc1-c1ccccn1	6	-8
CCN1C(=O)CSC1=NC12CC3CC(CC(C3)C1)C2	7	5
O=C1CC(N2CCN(Cc3ccccc3)CC2)C(=O)N1c1ccc2c(c1)OCCO2 (configuration not stated)	-7	20
COc1cc(CC(=O)NCc2cccs2)cc(OC)c1OC	12	8
CCn1c(O)c(/C=N/N=C/c2ccccc2)c2ccc(C3=NNC(=O)CC3)cc21	9	-5
CCNc1nc(Oc2ccc(=O)n(-c3ccccc3)n2)nc(N(C)C)n1	1	-1
COc1cccc(-n2nc(C(=O)N3CC(C)CC(C)C3)c3ccccc3c2=O)c1 (configuration not stated)	8	2
CC(OC(=O)Cn1c(C(F)(F)F)nc2ccccc21)C(=O)N1CCCc2ccccc21 (configuration not stated)	6	8
O=C(CCOc1ccccc1)OCC(=O)c1cc2ccccc2o1	8	4
CCOC(=O)C1=C(CSCC(=O)OC)NC(=O)NC1c1cc(C)ccc1C (configuration not stated)	1	-1
Cc1ccc(-c2noc(CCCc3ccccc3)n2)cc1	5	-11
CCC1(C)Cc2c(sc3c2c(=O)n(C)c2nnc(SCc4ccccc4)n32)CO1 (configuration not stated)	-13	2
Cn1cnnc1SC(C(=O)Nc1ccc(F)cc1)c1ccccc1 (configuration not stated)	2	-8
CN1C(=S)SC(N(O)C(=O)Nc2cccc3ccccc23)C1(C)C (configuration not stated)	7	-5
N#Cc1ccccc1NC(=O)c1ccc(-c2ccccc2Cl)o1	3	0
Cc1ccc(C(=O)Nc2c(-c3cccs3)c(=O)c3ccccc3n2C)cc1	-8	28

Full records as entered above. Order of screens: FXIIa single	FXIa single inh
Entry for CCc1c(C)nc(SCC(=O)c2cccs2)c(C#N)c1C = 8	-6
Entry for CCN1C(=O)CSC1=NC12CC3CC(CC(C3)C1)C2 = 7	5
Entry for CCOC(=O)C1=C(CSCC(=O)OC)NC(=O)NC1c1cc(C)ccc1C (configuration not stated) = 1	-1
Entry for CCc1nc(N2CCOCC2)c(C#N)c2c1CCCC2 = 5	-2
Entry for CN1C(=S)SC(N(O)C(=O)Nc2cccc3ccccc23)C1(C)C (configuration not stated) = 7	-5
